Rev-erbA mod – Rev-erb alpha (human) modulation. Rev-erbα–FITC-DNA binding, fluorescence polarization, 90 min. activity, % at 10 µM. 370,000 tested, 0.79% active. AID 1259318;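 active = activity above about 14%, limit read from the data; passing the limit was not always enough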;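 note: 0% = DMSO wells with 35 nM protein and 100% = DMSO wells with 750 nM protein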
KLK7 zymogen act – proKLK7 (human) activation, primary screen. P49862. purified proKLK7, EDANS-DABCYL substrate fluorescence; 100% is mature enzyme control, 0% vehicle. activation, % at 7 µM. 370,000 tested, 0.9% active;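 active = activation above the mean of all tested compounds plus 3 SD, computed per campaign excluding outliers beyond control limits, cut at about 13% in these data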
DDE Tn7 FP inh – DD(E)-Tn7 binding inhibition, primary FP screen; 370,000 tested, 0.13% active; inhibition, % at 8.3 µM; P02675; FP displacement of FITC-Tn7 peptide from fibrin DD(E); 0% = median of compound wells per plate; AID 720508;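 active = inhibition above the mean of compounds falling within the control limits plus 3 SD of them, cut at about 14% in these data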;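 note: 0% = plate median of compound wells and 100% = 10 µM Aha-Tn7 peptide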
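Assay system: Fibrin-DD(E) protein isolated from polymerized human fibrin clots; read-out basis: percent inhibition; medium: Tris/NaCl/CaCl2 buffer, pH 7.8; signal: FP measurement; incubation: 10 min plus 3 h, room temperature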
ASAP1 inh – blocks human ASAP1-stimulated Arf1 GTP hydrolysis. inhibition, % at 16.5 µM. 360,000 tested, 0.19% active. Q9ULH1. GDP FP detection; in the data active = inhibition above about 25%;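 note: 0% = vehicle with enzyme and substrate and 100% = no enzyme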
PLC-gamma1 inh – inhibitors of human phospholipase C gamma1; P19174; 370,000 tested, 0.84% active; AID 720700; inhibition, % at 12.2 µM; purified PLC-gamma1, fluorogenic substrate, fluorescence; in the data active = inhibition above about 9.5%
sPLA2-III inh – Inhibits HGIII-sPLA2 liposome hydrolysis, primary screen; Q9NZ20; QFRET BODIPY PC-A2 liposome hydrolysis, fluorescence; inhibition, % at 12.2 µM; 370,000 tested, 0.56% active;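 active = inhibition above mean plus 3 SD of compounds lying within the high and low control bounds, cut at about 19% in these data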;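 note: 0% = median of test compound wells and 100% = no enzyme DMSO wells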
UHRF1 MBD2 ctr – human UHRF1 methylated DNA binding inhibitors; Q96T88; AID 687016; UHRF1 binding to methylated oligo, TR-FRET; 370,000 tested, 0.75% active; inhibition, % at 4.4 µM; in the data active = inhibition above about 21%;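 note: UHRF1 SRA domain binding a hemimethylated CpG hairpin DNA probe; 0% = median of test compound wells and 100% = reference inhibitor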
Target sequence (Q96T88 whole entry, looked up, the tested form may be a part): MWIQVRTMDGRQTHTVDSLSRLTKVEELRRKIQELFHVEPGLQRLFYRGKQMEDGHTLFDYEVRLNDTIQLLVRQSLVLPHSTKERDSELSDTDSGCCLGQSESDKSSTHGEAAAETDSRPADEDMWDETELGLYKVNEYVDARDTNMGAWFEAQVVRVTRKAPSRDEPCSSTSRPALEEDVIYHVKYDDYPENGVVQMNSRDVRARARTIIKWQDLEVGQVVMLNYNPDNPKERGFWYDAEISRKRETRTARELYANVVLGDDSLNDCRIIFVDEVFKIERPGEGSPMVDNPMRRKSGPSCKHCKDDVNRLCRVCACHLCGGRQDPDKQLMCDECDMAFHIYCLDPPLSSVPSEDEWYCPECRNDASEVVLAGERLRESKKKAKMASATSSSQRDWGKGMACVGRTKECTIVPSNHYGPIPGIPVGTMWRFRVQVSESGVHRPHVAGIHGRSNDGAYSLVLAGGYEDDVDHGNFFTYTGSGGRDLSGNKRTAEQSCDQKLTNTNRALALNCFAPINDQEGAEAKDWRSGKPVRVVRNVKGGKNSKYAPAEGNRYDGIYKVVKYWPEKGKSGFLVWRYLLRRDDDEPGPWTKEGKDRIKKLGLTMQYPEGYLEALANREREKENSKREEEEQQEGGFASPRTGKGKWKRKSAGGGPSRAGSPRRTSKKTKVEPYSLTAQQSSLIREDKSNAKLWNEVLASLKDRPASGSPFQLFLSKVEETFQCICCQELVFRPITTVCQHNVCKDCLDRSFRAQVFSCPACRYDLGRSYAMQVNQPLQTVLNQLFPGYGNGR
PLCb3 inh – blocks human PLC-beta3 enzyme activity; Q01970; 370,000 tested, 0.18% active; inhibition, % at 12.2 µM; Purified PLC-beta3, fluorogenic substrate, fluorescence; in the data active = inhibition above about 11%;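 note: 0% = median of compound wells on plate and 100% = full blocker control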
ARFGAP1 inhibitor – inhibits rat ARF GTPase activating protein 1 | Q62848 | Arfgap1-stimulated ARF1 GTP hydrolysis, GDP FP detection | inhibition, % at 16.5 µM | 360,000 tested, 0.26% active | AID 651572;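 active = inhibition above a per-plate limit, mean inhibition of low control wells plus 3 SD, cut at about 25% in these data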;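 note: 0% = DMSO wells with enzyme and 100% = wells lacking Arfgap1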
Target sequence (Q62848 1-136 limits assumed): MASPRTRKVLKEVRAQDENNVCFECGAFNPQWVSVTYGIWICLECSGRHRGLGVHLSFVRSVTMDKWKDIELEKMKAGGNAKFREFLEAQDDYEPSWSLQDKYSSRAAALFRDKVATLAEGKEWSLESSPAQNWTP
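Assay system: Rat Arfgap1 GAP domain (His6, aa 1-136), purified enzyme | Buffer or medium: HEPES 25 mM pH 7.5, NaCl 150 mM, MgCl2, DTT | Schedule: GTP hydrolysis reaction 2 h at 25 °C | Signal: FP of antibody-bound GDP Alexa 633 tracer, ex 620/em 688 nm | Measure: Percent inhibition of Arfgap1-stimulated GTP hydrolysis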
DDE Tn6 FP inh – DD(E)-Tn6 binding inhibition, primary FP screen; P02675; Fibrin DD(E) TRITC-Tn6 fluorescence polarization displacement; inhibition, % at 8.3 µM; 370,000 tested, 0.21% active; AID 720509;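 active = inhibition above a per-campaign cutoff: mean of compounds within control limits plus 3 SD, cut at about 15% in these data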;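 note: 0% = median of all compound wells on the plate and 100% = blocking peptide control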
Active calls of the source: *; i = inactive; & = joins results of further samples.

SMILES	Rev-erbA mod	KLK7 zymogen act	DDE Tn7 FP inh	ASAP1 inh	PLC-gamma1 inh	sPLA2-III inh	UHRF1 MBD2 ctr	PLCb3 inh	ARFGAP1 inhibitor	DDE Tn6 FP inh
COC1=NC(=C(c2ccccc2)c2ccccc2)OC1=O	0.0	0.5	0.0	4.8	-2.0	-0.5	-0.1	6.4	9.7	2.0
COc1cc(C(=O)Nc2nc3ccc(C)cc3s2)ccc1OCc1c(C)noc1C	14.0	-8.9	0.5	1.8	-17.4	-3.5	3.3	-24.6	10.8	2.3
Cc1ccc(O)c(NC(=O)COc2cc(C)ccc2C)c1	2.3	-0.5	4.9	6.2	5.5	-3.7	2.8	4.3	1.4	-0.8
Cc1ccccc1Nc1nc(-c2cccnc2)nc2ccccc12	-6.6	0.6	-5.2	13.7	-35.5	-5.6	-2.3	-39.9	8.1	-1.1
CCOC(=O)c1cnc(SC)nc1Oc1cccc(NS(=O)(=O)c2ccc(C)cc2)c1	0.9	0.5	-8.8	-0.2	1.5	5.3	-3.1	2.2	6.6	2.4
Cc1ccc(C(C(=O)NC2CCCC2)N(C(=O)CNC(=O)c2ccco2)c2ccccc2)o1 (stereo not given)	3.0	0.5	7.2	-20.0	-0.6	2.1	-0.9	0.5	-3.2	-7.6
COc1ccc(C2=NN(C(=O)c3cccs3)C(c3ccc(OC)cc3)C2)cc1 (stereo not given)	-0.3	-1.8	5.3	-13.7	-56.2	-7.7	4.0	-59.9	9.9	-6.1
Cc1cc(=O)oc2c(C)c(OCC(=O)N3CCC(C(=O)O)CC3)ccc12	1.4	2.1	-1.9	2.5	-13.3	-4.3	-0.7	-12.9	10.9	-1.6
CCOC(=O)C1=C(N)Oc2c(oc(CO)cc2=O)C1c1ccc(F)c(F)c1 (stereo not given)	-2.7	-0.1	2.7	6.1	6.7	-2.1	5.4	3.6	-2.5	-4.5
COc1ccc(CN(C)CCc2ccccn2)cc1OC	1.3	-0.8	3.4	-6.7	10.6*	11.8	4.3	12.8*	1.3	4.6
O=C(O)CCCn1c(=O)c2cccn2c2ccc(F)cc21	4.8	-0.5	-6.4	-5.0	-2.6	3.3	-0.8	-1.2	10.3	3.0
O=C(O)C1CC(c2ccccc2)=Nc2ccccc2S1 (stereo not given)	8.1	-0.5	2.0	6.1	-2.5	-8.5	14.0	-8.2	4.0	2.6
Cc1ccc(N2C(=O)c3ccc(C(=O)O)cc3C2=O)c(C)c1	-1.7	-0.2	-3.5	6.1	1.6	-3.5	-0.6	2.1	2.6	2.5
COc1ccccc1CN1CC(C(=O)NCc2cccc(Cl)c2)CCC1=O (stereo not given)	-0.2	-0.2	0.8	-1.1	7.3	-0.9	2.1	-1.2	9.0	-3.6
CC(C)(C)NC(=S)Nc1ccc(Br)cc1	2.0	-0.9	-6.0	4.7	0.8	8.8	2.0	1.4	10.9	-2.1
Cc1cc(N2CCN(c3ccccn3)CC2)n2cc(-c3ccccc3)nc2n1	-0.2	2.2	-0.3	2.7	-64.0	0.1	2.9	-72.1	-1.2	-19.5
CC(=O)c1c(C)[nH]c(C(=O)CN2CCN(S(=O)(=O)c3ccccc3)CC2)c1C	-1.8	0.0	-1.4	-4.5	4.2	2.3	-2.3	-3.8	-2.9	8.6
O=C(N/N=C\C=C\c1ccco1)C1COc2ccccc2O1 (stereo not given)	-0.5	0.5	-4.8	8.2	-7.7	-9.3	1.8	-13.5	-6.8	2.5
O=Cc1cn(-c2ccccc2)nc1-c1cccnc1	-5.0	-0.1	-4.1	-6.9	4.6	8.5	1.1	-9.3	8.5	2.8
Cc1cc(=O)oc2cc(OCC(=O)OCC(=O)NCCc3ccccc3)ccc12	-0.8&-10.6	3.8&8.4	0.4&-6.5	-1.9	-8.2&-13.2	-1.5&-0.7	-0.3&-1.2	-12.4&-16.6	17.0	-4.7&-11.6

Profiles from above:
Entry for `CC(C)(C)NC(=S)Nc1ccc(Br)cc1` = Rev-erbA mod = 2.0; KLK7 zymogen act = -0.9; DDE Tn7 FP inh = -6.0; ASAP1 inh = 4.7; PLC-gamma1 inh = 0.8; sPLA2-III inh = 8.8; UHRF1 MBD2 ctr = 2.0; PLCb3 inh = 1.4; ARFGAP1 inhibitor = 10.9; DDE Tn6 FP inh = -2.1
Entry for `Cc1cc(=O)oc2c(C)c(OCC(=O)N3CCC(C(=O)O)CC3)ccc12` = Rev-erbA mod = 1.4; KLK7 zymogen act = 2.1; DDE Tn7 FP inh = -1.9; ASAP1 inh = 2.5; PLC-gamma1 inh = -13.3; sPLA2-III inh = -4.3; UHRF1 MBD2 ctr = -0.7; PLCb3 inh = -12.9; ARFGAP1 inhibitor = 10.9; DDE Tn6 FP inh = -1.6

Carrying on:
SMILES	Rev-erbA mod	KLK7 zymogen act	DDE Tn7 FP inh	ASAP1 inh	PLC-gamma1 inh	sPLA2-III inh	UHRF1 MBD2 ctr	PLCb3 inh	ARFGAP1 inhibitor	DDE Tn6 FP inh
CCC(C)(C)NC(=O)Cn1c(-c2ccc(C)cc2)noc1=O	2.2	-0.6	-4.4	-4.1	3.2	-2.3	-1.8	-4.0	-13.6	0.9
COc1ccc(CNC(=O)c2oc3ccc(S(=O)(=O)N4CCOCC4)cc3c2C)cc1	-0.7	0.4	-4.9	-2.0	0.5	-13.9	-1.1	-2.1	7.6	0.5
Cc1ccc(S(=O)(=O)N(CC(=O)N2CCOCC2)C2CCCCC2)cc1	-0.4	0.2	-0.7	12.1	4.6	-2.4	-2.0	4.3	-3.6	0.5
CCN1/C(=C2\C(=O)N(C)C(=S)N2c2ccccc2)C=Cc2ccccc21	-4.6	1.0	-0.2	-6.6	2.8	4.6	-8.8	-6.4	-1.0	-5.5
Cc1ccc(S(=O)(=O)N(C)CCCC(=O)NC(C)(C)C)cc1	-1.0	0.1	8.7	-10.1	4.4	0.8	-2.4	2.6	3.0	4.5
COc1ccc(CNc2nn[nH]n2)cc1OC	-0.4	-0.6	3.3	2.8	1.6	-0.4	-2.4	1.1	-4.0	-0.1
CSC1=C(C#N)C(c2ccccc2)C(C(C)=O)=C(C)N1 (stereo not given)	-3.0	0.3	3.2	-4.1	-6.7	-4.8	-1.8	-6.7	-6.2	-3.6
CC(=O)c1cccc(NC(=S)NCCc2ccc(F)cc2)c1	3.5	-0.5	-6.0	-4.2	0.3	1.4	-0.4	1.5	0.6	-0.5
COc1cc2c(cc1OC)C(C)N(C(=O)c1cc3c(s1)-c1c(C)cccc1OC3)CC2 (stereo not given)	2.4	-41.2	6.7	8.4	-483.4	-12.3	-2.1	i	-2.3	-1.6
Cn1c(C(=O)N2CCN(c3ccccn3)CC2)cc2ccccc21	-5.3	0.7	-1.6	8.5	-8.1	3.0	-0.8	-0.1	-13.9	-2.8
O=C(O)c1cccc(CSc2nnc(COc3ccccc3)o2)c1	-5.2	-0.2	-0.1	-5.7	-1.3	-6.5	-1.6	-2.1	1.4	0.5
O=C(Cc1c(F)cccc1Cl)N1CCOCC1	4.4	-0.2	-1.2	9.4	-45.4	-0.3	-1.8	2.0	-8.0	-1.3
CC(=O)c1ccc(N=Nc2c(C)[nH]n(-c3ccccc3)c2=O)cc1	-2.7	0.8	4.4	9.4	5.0	10.8	1.5	-0.9	4.0	-2.4
CN1NC(=O)c2ccccc2NC1=S	0.6	0.2	3.3	1.4	-1.9	5.1	1.5	-1.7	7.2	6.8
CN1C(=CC=C2C=C(I)C(=O)C(I)=C2)C(C)(C)c2ccccc21	-4.2	0.2	-2.5	6.5	-1.4	9.6	2.2	-13.6	-0.3	-27.9
CSc1nnc(C)c(=O)n1COC(=O)/C=C/c1ccccc1	2.1	0.1	3.0	1.3	2.0	-2.8	11.2	-6.5	5.3	-1.1
O=C(NCCCN1CCOCC1)c1cccc(S(=O)(=O)Nc2ccc(F)cc2)c1	-8.0	0.1	0.2	-6.1	1.6	11.1	-0.1	-6.9	6.5	-7.3
CC(C)CN(C(=O)C1CCCO1)C1CCS(=O)(=O)C1 (stereo not given)	-3.7	-0.1	0.0	-0.9	3.8	-5.1	2.2	0.4	-4.0	-2.8
C[C@H]1CN([C@@H](C)CO)C(=O)CCCn2cc(nn2)CO[C@@H]1CN(C)S(=O)(=O)c1cn(C)cn1	-1.5	-0.8	4.0	18.3	-1.4	-1.4	0.5	0.9	-9.4	5.3
C/C(=N/NC(=O)c1sc(NS(=O)(=O)c2ccccc2)nc1C)c1sc(N)nc1C	-2.8	0.2	2.8	-8.5	-31.3	-14.4	-4.4	-43.9	0.2	3.2
COc1ccc(C2c3c(-c4cc(Cl)c(C)cc4O)n[nH]c3C(=O)N2Cc2cccnc2)cc1OC (stereo not given)	4.1	-0.3	-2.3	9.4	-0.7	-14.9	0.1	-3.8	5.3	-1.2
COc1ccccc1NC(=O)CSc1ccc2nnc(-c3ccncc3)n2n1	-5.7	1.3	-0.3	0.8	1.7	-1.9	0.2	1.3	-0.8	2.8
OC(c1ccc(Cl)c(Cl)c1)c1ncc(-c2ccc(C(F)(F)F)cc2)[nH]1 (stereo not given)	-2.4	0.0	2.2	-3.3	0.1	-9.5	0.6	-0.9	15.5	4.6

Sorted by number of heavy atoms (rising): part of the list above
SMILES	Rev-erbA mod	KLK7 zymogen act	DDE Tn7 FP inh	ASAP1 inh	PLC-gamma1 inh	sPLA2-III inh	UHRF1 MBD2 ctr	PLCb3 inh	ARFGAP1 inhibitor	DDE Tn6 FP inh
CSC1=C(C#N)C(c2ccccc2)C(C(C)=O)=C(C)N1 (stereo not given)	-3.0	0.3	3.2	-4.1	-6.7	-4.8	-1.8	-6.7	-6.2	-3.6
CC(=O)c1cccc(NC(=S)NCCc2ccc(F)cc2)c1	3.5	-0.5	-6.0	-4.2	0.3	1.4	-0.4	1.5	0.6	-0.5
CC(=O)c1ccc(N=Nc2c(C)[nH]n(-c3ccccc3)c2=O)cc1	-2.7	0.8	4.4	9.4	5.0	10.8	1.5	-0.9	4.0	-2.4
COc1ccc(CNC(=O)c2oc3ccc(S(=O)(=O)N4CCOCC4)cc3c2C)cc1	-0.7	0.4	-4.9	-2.0	0.5	-13.9	-1.1	-2.1	7.6	0.5

Assay outcomes: PubChem BioAssay, several laboratories
